Dynein transport: dynein cargo transport inhibition; 3617.4 mouse cells, GR-EGFP nuclear translocation imaging; test concentration mostly 20 µM; stimulated with dexamethasone, 1 µM; stronger effect = lower value; z-score, hits read low; 220,000 tested, 0.47% active;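 active = plate z-score of nuclear minus cytoplasmic receptor signal below a set negative limit, without overly bright fluorescence or cell loss, cut at about -3.5 in these data, passing the limit was not always enough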;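 note: z-score of nuclear minus cytoplasmic ring GR-EGFP intensity difference per well; some compounds called inactive have numbers as strong as hits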
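Buffer or medium: tet-free, stripped-serum medium; Also added: dexamethasone, 1.0 µM final; Technique: high-content fluorescence imaging after fixation; Times: 48 h induction, 1 h compound, 30 min dex at 37 °C; Read-out: per-cell GR-EGFP intensity, nucleus versus surrounding cytoplasmic ring, well-averaged.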
MT stabilize HCS: microtubule stabilization, imaging screen | HeLa tubulin immunostaining HCS, 24 h; share of cells brighter than vehicle mean+2SD | % tubulin-high responders, % at 10 µM | 200,000 tested, 0.83% active;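 active = plate Z-score above 3 for both tubulin-high and condensed-nucleus cell shares, with cell loss under 80%, at 10 µM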;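 note: anti alpha tubulin signal scored within the nucleus-defined area of each cell; some results filed as inactive read as strong as hits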
Insulin prom up: MIN6 insulin promoter up-regulation; 190,000 tested, 0.3% active; z-score at 5 µM; MIN6 insulin promoter-GFP reporter, high-content imaging; stronger effect = higher value;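 active = z-score above 3 at 5 µM with at least 500 cells counted in the well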
b-catenin transl: beta-catenin nuclear translocation modulation; HeLa beta-catenin nuclear translocation, immunofluorescence imaging; nuclear translocation activity, % at 5 µM; 190,000 tested, 0.3% active; AID 1665;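 active = nuclear translocation activity above 50% at 5 µM, with a well cell count of 50 or more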;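 note: per-cell ratio of nuclear to cytoplasmic median beta-catenin stain intensity; plate controls were DMSO negative control for no effect and GSK-3 inhibitor IX positive control for full effect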
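Test system: HeLa cells, endogenous beta-catenin; Compound: single 5 µM dose plus 0.02–20 µM confirmation series; Times: compound exposure 24 h at 37°C; Signal: fluorescence imaging of beta-catenin antibody stain plus DAPI; Read-out: % activation, nuclear-to-cytoplasmic median beta-catenin signal ratio per cell.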
XIAP displacement: small molecules displacing peptide from XIAP – biochemical, IAP family, fluorescence polarization (AID 1018); displacement, % at 20 µM; hits with a dose series show IC50 in µM; XIAP BIR domain, fluorescence polarization peptide displacement; higher % means a stronger effect; 200,000 tested, 0.007% active; in the data active = displacement above about 50%; note: a part of the inactive calls stands beside numbers as strong as those of hits
CSM14.1 death rescue: rescue of cells from ER stress-induced death, primary screen, 384-well, CSM14.1, thapsigargin, ATP luminescence (AID 1222). CSM14.1 thapsigargin-induced death rescue, ATP luminescence; higher % means a stronger effect. one-dose cellular ATP content (survival), % at 20 µM; EC50 in µM for titrated hits. 190,000 tested, under 10 active;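 active = EC50 below 50 µM in the dose-response confirmation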;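 note: death triggered by thapsigargin at about 15 µM added after 2 h compound pretreatment; cell ATP read after overnight thapsigargin exposure of roughly 18 to 22 hours; normalized against plate controls of thapsigargin alone and 5% DMSO vehicle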
Autophagy HCS: modulators of autophagy | AID 463193 | MEF GFP-LC3 puncta imaging; test concentration mostly 10 µM | 190,000 tested, 0.98% active | calls only at 10 µM (by protocol);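 active = percentage of spot-positive cells more than 3 SD above its plate mean, without a fluorescence outlier flag or 80% toxicity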;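 note: spot-positive cell cutoff set from DMSO-treated cells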
Lipid droplet: modulators of hepatic lipid droplet formation | 240,000 tested, 0.4% active | AML12 mouse hepatocytes, oleate lipid droplets, BODIPY imaging | inhibition, % at 6.5 µM;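 active = lipid droplet intensity inhibited by at least 50%, with more than 500 cells counted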
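Assay system: AML12 mouse liver cells | Compound: 6.5 µM single-point dosing | Schedule: Overnight exposure | Technique: Fluorescence imaging, 20x objective, two fields per well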
WT yeast gro inh: growth inhibition of WT yeast, mitochondrial fusion screen; mitochondrial fusion phenotypic screen, WT strain; inhibition, % at 10 µM; 190,000 tested, 2.1% active; in the data active = inhibition above about 58%; tested in S. cerevisiae
WT yeast gro inh mutant strain: recorded beside WT yeast gro inh, whose call it bears; inhibition, %; mitochondrial fusion phenotypic screen, mutant strain inhibition
Dynein transport cytoplasmic EGFP: also measured in Dynein transport; calls as there; z-score; measured here: cytoplasmic GR-EGFP intensity; stronger effect = higher value
Dynein transport nuclear GR-EGFP: second read-out of Dynein transport, no call of its own (marks repeat the call); z-score; measured here: nuclear GR-EGFP intensity;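 lower value marks the stronger effect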
Dynein transport cell count: further read-out of Dynein transport, marked with its call; z-score; measured here: cell count per field
Insulin prom up cell count: also measured in Insulin prom up; calls as there; cell count; measured here: cytotoxicity, nuclei count;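 total cells summed across four imaged fields per well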
Lipid droplet cells 6.5 µM: also measured in Lipid droplet; calls as there; cell count; measured here: cell count, cytotoxicity flag;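 cells counted across two imaged fields per well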
b-catenin transl cell count 5 µM: recorded beside b-catenin transl, whose call it bears; cell count; measured here: cell count, cytotoxicity flag
MT stabilize HCS Hoechst-high %: second read-out of MT stabilize HCS, no call of its own (marks repeat the call); % Hoechst-high responders; measured here: nuclear condensation Hoechst responders;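 share of cells brighter than vehicle mean plus two SD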
MT stabilize HCS cytotoxicity %: further read-out of MT stabilize HCS, marked with its call; toxicity, %; measured here: cytotoxicity by cell density;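 0% = mean cell density of plate MIN control wells and 100% = no cells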
Autophagy HCS cell loss 18 h: second read-out of Autophagy HCS, no call of its own (marks repeat the call); toxicity, %; measured here: cell loss, nuclei count;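 cell loss after 18 h compound exposure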
* hit, by the source's call; i = inactive; . = no result given.

| nr | smiles | Dynein transport | Dynein transport cytoplasmic EGFP | Dynein transport nuclear GR-EGFP | Dynein transport cell count | MT stabilize HCS | MT stabilize HCS Hoechst-high % | MT stabilize HCS cytotoxicity % | Insulin prom up | Insulin prom up cell count | b-catenin transl | b-catenin transl cell count 5 µM | XIAP displacement | CSM14.1 death rescue | Autophagy HCS | Autophagy HCS cell loss 18 h | Lipid droplet | Lipid droplet cells 6.5 µM | WT yeast gro inh | WT yeast gro inh mutant strain |
| --- | --- | --- | --- | --- | --- | --- | --- | --- | --- | --- | --- | --- | --- | --- | --- | --- | --- | --- | --- | --- |
| 1 | CC1=C(C(=O)OCc2ccccc2)C(c2cccc([N+](=O)[O-])c2)NC(=O)N1CCCCCC(=O)O (stereo not drawn) | 0.79 | -0.25 | 0.68 | 0.11 | 3.9 | 1.7 | 1.9 | 0.28 | 1101 | -4.8 | 577 | -7.4% | 1.7% | i | -44 | -10 | 773 | -5 | 7 |
| 2 | Cc1nnc(SCCCN2C(=O)c3ccccc3C2=O)o1 | 0.83 | -0.14 | 0.86 | -1.3 | 5.6 | 3.2 | 11 | -0.3 | 1380 | -7.3 | 1231 | -4.7% | -4.0% | i | -1 | 10 | 798 | 21 | 17 |
| 3 | Cc1ccc(NC(=O)c2cccc(OCc3c(C)noc3C)c2)c(C)c1 | -0.61 | -0.2 | -0.39 | 0.63 | 3.7 | 3.5 | 2.9 | -1.1 | 957 | -0.5 | 616 | -3.8% | -1.1% | i | 0 | . | . | 19 | 12 |
| 4 | CCOc1ccccc1NC(=O)NCc1ccccc1F | -1.1 | -0.3 | 0.039 | 0.49 | 3.8 | 2.9 | 7.5 | -0.2 | 1690 | -8.3 | 1129 | -2.1% | 1.3% | i | 8 | -20 | 669 | 4 | -11 |
| 5 | COc1cccc(/C=N/NC(=O)C(=O)NCc2ccco2)c1O | -0.59 | -0.21 | 0.076 | 0.89 | 2.9 | 2.1 | 7.8 | -0.03 | 1834 | -1.8 | 1059 | -4.0% | -2.7% | i | -32 | 6 | 676 | -14 | -45 |
| 6 | Cc1n[nH]c(=O)nc1NCCN(C)C | 0.37 | -0.15 | 0.22 | 1.7 | 1.3 | 6.0 | 5.7 | -0.22 | 1218 | -0.2 | 1195 | -6.3% | -0.7% | i | 12 | . | . | -16 | -3 |
| 7 | O=C(O)CC1Oc2ccc(Cl)cc2NC1=O (stereo not drawn) | -1 | -0.18 | -0.21 | 0.49 | 4.0 | 3.6 | 4.2 | -0.24 | 1873 | -0.6 | 1141 | -2.6% | . | i | 14 | -7 | 584 | -5 | 0 |
| 8 | CCN(CC(=O)NC1CCS(=O)(=O)C1)c1nc(-c2ccccc2)nc2ccccc12 (stereo not drawn) | 2.4 | -0.12 | 1.4 | -1.3 | 1.8 | 1.7 | 14 | . | . | -3.4 | 999 | -1.1% | -1.4% | i | 20 | . | . | 5 | 10 |
| 9 | COc1ccccc1CNc1ccc(CNc2ncn[nH]2)cc1 | 0.37 | -0.29 | 0.2 | 0.16 | 3.4 | 2.1 | 4.0 | -0.22 | 1556 | -4.9 | 1094 | -7.6% | 0.0% | i | -16 | 2 | 573 | -6 | 5 |
| 10 | COc1ccc(-c2nnn(CC(=O)N(CC3CCCO3)C(C(=O)NC(C)(C)C)c3ccco3)n2)cc1OC (stereo not drawn) | 0.062 | -0.28 | 0.15 | -0.15 | 2.4 | 0.9 | 2.7 | 0.15 | 1293 | -0.5 | 1107 | 0.7% | -2.4% | i | 12 | 5 | 754 | -15 | -7 |

3 records drawn at random from the list so far, as already listed:
| nr | smiles | Dynein transport | Dynein transport cytoplasmic EGFP | Dynein transport nuclear GR-EGFP | Dynein transport cell count | MT stabilize HCS | MT stabilize HCS Hoechst-high % | MT stabilize HCS cytotoxicity % | Insulin prom up | Insulin prom up cell count | b-catenin transl | b-catenin transl cell count 5 µM | XIAP displacement | CSM14.1 death rescue | Autophagy HCS | Autophagy HCS cell loss 18 h | Lipid droplet | Lipid droplet cells 6.5 µM | WT yeast gro inh | WT yeast gro inh mutant strain |
| --- | --- | --- | --- | --- | --- | --- | --- | --- | --- | --- | --- | --- | --- | --- | --- | --- | --- | --- | --- | --- |
| 5 | COc1cccc(/C=N/NC(=O)C(=O)NCc2ccco2)c1O | -0.59 | -0.21 | 0.076 | 0.89 | 2.9 | 2.1 | 7.8 | -0.03 | 1834 | -1.8 | 1059 | -4.0% | -2.7% | i | -32 | 6 | 676 | -14 | -45 |
| 6 | Cc1n[nH]c(=O)nc1NCCN(C)C | 0.37 | -0.15 | 0.22 | 1.7 | 1.3 | 6.0 | 5.7 | -0.22 | 1218 | -0.2 | 1195 | -6.3% | -0.7% | i | 12 | . | . | -16 | -3 |
| 4 | CCOc1ccccc1NC(=O)NCc1ccccc1F | -1.1 | -0.3 | 0.039 | 0.49 | 3.8 | 2.9 | 7.5 | -0.2 | 1690 | -8.3 | 1129 | -2.1% | 1.3% | i | 8 | -20 | 669 | 4 | -11 |

A few values from the list.
compound 4 in Lipid droplet = -20
compound 6 in CSM14.1 death rescue = -0.7%
compound 5 in CSM14.1 death rescue = -2.7%

High-throughput results: PubChem, several laboratories
